# Assay outcomes deposited in PubChem BioAssay by National Center for Advancing Translational Sciences (NCATS).
# mIDH1 inhibitor – inhibitors of human mutant IDH1 R132H. O75874. IDH1-R132H enzyme, NADPH consumption, diaphorase/resazurin fluorescence. Potency, µM (doses to about 76.6 µM), for inactives: top-dose activity change, negative = inhibition, actives largely listed as inhibitors. actives 0.093% (n = 390,000); also: potency is read from the fitted curve at half-maximal effect; % is scaled to controls: 0 for no effect and ±100 for the full control effect; nearly all actives have a fitted effect of over 65% in size
#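 IDH1-R132H (0.5 ug/mL) preincubated 30 min with compound, then NADPH (0.016 mM) and alpha-KG (2 mM) added; 80 min at RT, pH 7.5. Remaining NADPH coupled via diaphorase/resazurin to fluorescence (540/590 nm); concentration-response curves normalized to no-enzyme control.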
# GRP78 ERSR act – ER stress response induction in glioma. actives 0.02% (n = 420,000). U87-MG GRP78 promoter luciferase reporter, 16 h. Potency, µM, inactives show at the top dose activation, most hits filed as activators. AID 602332; also: potency is read from the fitted curve at half-maximal effect; series mostly up to about 76 µM; % of control where 0% means no effect; nearly all actives have a fitted effect of over 35% in size
#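 Stably transfected U87-MG human glioma cells carrying a GRP78-based luminescent sensor were seeded at 1000 cells/well, pin-dosed with compounds and incubated 16 h. Luciferase reagent was then added, and end-point luminescence was read after 10 min at room temperature.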
# USP1-UAF1 inh – inhibitors of human USP1/UAF1 deubiquitinase; O94782; recombinant USP1/UAF1, Ub-Rhodamine cleavage fluorescence; Potency, µM (highest dose often 57.1 µM), inactives show at the top dose activity change, negative = inhibition, most hits filed as inhibitors; actives 0.23% (n = 390,000); AID 743255; also: potency is read from the fitted curve at half-maximal effect; % is scaled to controls: 0 for no effect and ±100 for the full control effect; nearly all actives have a fitted effect of over 60% in size; inactives centre near -12
#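 High-throughput fluorogenic screen: 1nM USP1/UAF1 complex, Ub-Rho substrate 150nM final, 50mM HEPES pH 7.8 with 0.5mM EDTA, 0.1 mg/ml BSA, 1mM TCEP and 0.01% Tween-20.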
# Vif-APOBEC3G blk – blocks the Vif interaction with human APOBEC3G | Q9HC16 | AID 602310 | Potency, µM (doses to about 46.1 µM), for the others: at the highest dose activity, negative = active, most hits filed as inhibitors | actives 0.076% (n = 410,000) | HeLa A3G-eYFP + Vif (tagged APOBEC3G with the HIV-1 protein that degrades it), YFP fluorescence, overnight;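 also: potency is read from the fitted curve at half-maximal effect; % is scaled to controls: 0 for no effect and ±100 for the full control effect; nearly all actives have a fitted effect of over 60% in size; hits raise eYFP signal because A3G escapes Vif-driven loss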
#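 HeLa cells stably expressing Vif and C-terminally eYFP-tagged A3G, seeded overnight at 37 deg C, then exposed to compound by pintool overnight at 37 deg C. Rise in yellow fluorescence (Ex 488/Em 500-530, Acumen) marks blocked Vif-driven A3G degradation.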
# Vif-A3F inh – Vif-A3F binding inhibition; HeLa A3F-eYFP + Vif (tagged APOBEC3F with the HIV-1 protein that degrades it), YFP fluorescence increase; Potency, µM (titrated, usually from 46.1 µM), without a hit: at the top dose activity, negative = active; actives 0.2% (n = 390,000); also: potency is read from the fitted curve at half-maximal effect; % of control where 0% means no effect; nearly all actives have a fitted effect of over 65% in size
#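 HeLa cells stably expressing Vif plus C-terminally eYFP-tagged A3F were seeded, incubated overnight at 37 deg C, dosed with compound, incubated overnight again at 37 deg C. Yellow fluorescence (Ex 488/Em 500-530) reported blocked Vif-mediated A3F-eYFP degradation.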
# PI4K2A block – inhibitors of human PI4K2A; actives 0.13% (n = 420,000); Q9BTU6; activity change, negative = inhibition, % at 76.9 µM; purified PI4K2A, ADP-Glo luminescence, 1 h; hits give low values; AID 1346378; in the data active = activity change below about -50%; inconclusive = mostly about -30% to -49%;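 also: -100% = wells without enzyme as full effect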
#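 In this quantitative HTS, ADP production by PI4K2A was quantified luminescently after 1 h at ambient temperature; 100 microM adenosine served as plate-quality control.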
# TrxR1 substrate – rat thioredoxin reductase 1 substrate activity. O89049. purified TrxR1 substrate turnover, NADPH consumption readout. Potency, µM (doses to about 114 µM), without a hit: top-dose activity change, negative = substrate turnover. actives 0.01% (n = 390,000). AID 588456; also: potency is read from the fitted curve at half-maximal effect; % is scaled to controls: 0 for no effect and ±100 for the full control effect; nearly all actives have a fitted effect of over 50% in size
#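 Rat TrxR1, dispensed at 90 nM, was prereduced with 400 uM NADPH (final) for 5 min at ~22 deg C, then incubated with compound 15 min before 400 uM selenite. A first-read NADPH fluorescence drop versus no-compound background flagged substrates.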
# RXFP1 agonist – agonists of human relaxin receptor RXFP1; actives 0.3% (n = 370,000); Potency, µM (titrated, usually from 57.5 µM), without a hit: at the highest dose activation, actives largely listed as activators; Q9HBX9; AID 2676; HEK293T-RXFP1 cAMP TR-FRET, 30 min; response scale: percent of porcine relaxin response, buffer zero; also: potency is read from the fitted curve at half-maximal effect; % is scaled to controls: 0 for no effect and ±100 for the full control effect; nearly all actives have a fitted effect of over 60% in size; many of its hits are not listed in these tables
# Target sequence (Q9HBX9 whole entry, looked up): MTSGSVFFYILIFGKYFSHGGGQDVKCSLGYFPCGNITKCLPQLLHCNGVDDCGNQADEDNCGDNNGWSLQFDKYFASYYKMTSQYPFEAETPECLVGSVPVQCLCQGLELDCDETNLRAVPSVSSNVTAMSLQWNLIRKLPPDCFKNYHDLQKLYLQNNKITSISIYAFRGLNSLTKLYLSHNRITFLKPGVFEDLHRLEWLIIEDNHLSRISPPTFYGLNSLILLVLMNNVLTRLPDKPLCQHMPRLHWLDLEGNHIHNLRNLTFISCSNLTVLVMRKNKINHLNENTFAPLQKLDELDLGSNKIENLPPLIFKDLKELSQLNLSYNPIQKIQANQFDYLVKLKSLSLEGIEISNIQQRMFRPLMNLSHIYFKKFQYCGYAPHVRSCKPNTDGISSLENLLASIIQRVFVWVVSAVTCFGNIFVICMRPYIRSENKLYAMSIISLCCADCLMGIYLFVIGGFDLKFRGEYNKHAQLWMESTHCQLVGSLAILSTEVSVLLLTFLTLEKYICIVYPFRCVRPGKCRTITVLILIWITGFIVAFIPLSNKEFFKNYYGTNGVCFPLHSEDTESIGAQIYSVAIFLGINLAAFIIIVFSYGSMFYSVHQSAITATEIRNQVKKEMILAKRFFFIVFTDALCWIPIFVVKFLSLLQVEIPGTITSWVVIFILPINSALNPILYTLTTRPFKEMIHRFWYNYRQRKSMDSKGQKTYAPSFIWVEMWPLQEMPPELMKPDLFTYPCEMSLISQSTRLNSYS
#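 cAMP rise read by TR-FRET after 30 min, 37C compound exposure (up to 58 uM) in RXFP1-transfected HEK293 cells with Ro 20174 present. EC50 from Hill-equation fits, with 29 nM porcine relaxin as 100% and buffer as basal.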
# LDHA block – blocks human lactate dehydrogenase A; AID 1347041; purified LDHA, NADH/diaphorase-resazurin fluorescence; hits give low values; P00338; actives 0.15% (n = 480,000); activity change, % (values are at about 110 or 230 µM); in the data active = activity change below about -30%; inconclusive = mostly about -25% to -30%;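 also: plate controls were DMSO wells for no effect and wells without enzyme for full effect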
#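 Human LDH5 (2 nM) was incubated with 0.06 mM NADH and 0.2 mM pyruvate for 5 min at room temperature in Tris pH 7.4. Remaining NADH was coupled through diaphorase/resazurin, and resorufin fluorescence was read at 0 and 20 min.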
# * marks the source's active call; other numbers are inactive results; ? = inconclusive; . = no result given; & = joins results of further samples; [ ] = remark or other dose. Unless noted, calls follow the shape of the dose curve; as a rule, active = well fitted curve in the direction sought with a large enough effect; inconclusive = small, poorly fitted or top-dose-only effect, or another doubt; inactive = no such curve, though single readings can be large; an effect the other way counts as inactive or inconclusive. The list is partial; the hit share may differ from the screen's.
# Start of the listing, in advance:
SMILES,mIDH1 inhibitor,GRP78 ERSR act,USP1-UAF1 inh,Vif-APOBEC3G blk,Vif-A3F inh,PI4K2A block,TrxR1 substrate,RXFP1 agonist,LDHA block
CSc1ccc(CN2CCC(n3nccc3NC(=O)C3CCOC3)CC2)cc1 (configuration not stated),4%,-3%,-16%,-2%,13%,5,3%,3.1%,-3
CC(C)c1ccc(NC2CCCN(C(=O)c3ccsc3)C2)cc1 (configuration not stated),10%,1%,-21%,1%,-8%,-7,4%,0.4%,4
O=c1cc(C(F)(F)F)nc(SCc2cccc3ccccc23)[nH]1,-3%,0%,?,-9%,-2%,-3,6%,2.2%,-2
CSc1cccc(NC(=O)C2CCN(S(=O)(=O)c3ccc4[nH]c5c(c4c3)CCCCC5)CC2)c1,-2%,-3%,-28%,-1%,-5%,1,0%[57.1 µM],-1.6%,0

# This part in full, previewed entries included:
SMILES,mIDH1 inhibitor,GRP78 ERSR act,USP1-UAF1 inh,Vif-APOBEC3G blk,Vif-A3F inh,PI4K2A block,TrxR1 substrate,RXFP1 agonist,LDHA block
CSc1ccc(CN2CCC(n3nccc3NC(=O)C3CCOC3)CC2)cc1 (configuration not stated),4%,-3%,-16%,-2%,13%,5,3%,3.1%,-3
CC(C)c1ccc(NC2CCCN(C(=O)c3ccsc3)C2)cc1 (configuration not stated),10%,1%,-21%,1%,-8%,-7,4%,0.4%,4
O=c1cc(C(F)(F)F)nc(SCc2cccc3ccccc23)[nH]1,-3%,0%,?,-9%,-2%,-3,6%,2.2%,-2
CSc1cccc(NC(=O)C2CCN(S(=O)(=O)c3ccc4[nH]c5c(c4c3)CCCCC5)CC2)c1,-2%,-3%,-28%,-1%,-5%,1,0%[57.1 µM],-1.6%,0
CC(=O)N1CCc2cc(CNS(=O)(=O)c3ccc(Br)s3)ccc21,-7%,-1%,-3%,4%,-5%,-2,4%[57.1 µM],5.0%,-2
CCOCCCNS(=O)(=O)c1cc(Br)cc2c1N(C(=O)C1CC1)CC2,5%,-1%,-17%,1%,0%,-1,9%,0.9%,-3
O=[N+]([O-])c1ccc(Cl)cc1N1CCOCC1,12%,-5%,-9%,-1%,7%,2,-2%,-2.1%,-1
CCc1cccc(NC(=O)Cn2c(-c3ccccc3)cc(C(C)=O)c2C)c1,1%,-7%,-4%,0%,-5%,-6,-4%,0.7%,-1
COCCCNC(=O)Cc1c(C)c2cc3c(cc2oc1=O)OC(C)(C)CC3,-7%,-4%,-14%,-17%,1%,-1,351%[activator],2.3%,-2
COc1ccc(C(=O)NCc2oc(-c3ccccc3)cc2C(=O)O)cc1,-3%,-3%,-8%,-8%,4%,2,-1%,-0.2%,-1
CC(C)c1cccc(C(C)C)c1NC(=O)Cn1c(=O)cnc2ccccc21,1%,-4%,1%,5%,-2%,-2,1%,0.0%,-15
c1ccc2nc3[nH]cnc3nc2c1,1%,0%,-13%,-1%,-4%,8,49%[activator],6.5%,2
O=C(NC1CCCCCCC1)c1ccccc1-c1ccccc1,-1%,-9%,-6%,1%,?,7,0%,1.2%,-9
CC(NC(=S)Nc1ccccc1Cl)C(c1cccs1)N1CCCC1 (configuration not stated),24%,-2%,-18%,-6%,1%,-19,10%,-0.3%,-2
COc1ccc(-n2c(C)cc(C(=O)COc3ccc(-n4cnnn4)cc3)c2C)cc1,-3%,0%,0%,-5%,-14%,-7,-4%,6.6%,1
CN1CCN(CCN2CCn3c2nc2ccccc23)CC1,0%,1%,1%,1%,-3%,-2,8%[57.1 µM],-0.6%,-1
Cc1ccc2c(c1)-c1c(cnn1CC(=O)N1CCN(c3ccccc3F)CC1)CO2,-1%,-1%,-5%,0%,-6%,-1,3%,2.5%,-7&-1
COc1ccccc1NC(=O)CSc1nnc(CC(=O)Nc2cccc(C(F)(F)F)c2)n1C,-1%,-5%,-14%,-3%,-4%,5,12%,0.3%,-8
CCOC(=O)c1c(C)[nH]c(C(=O)COC(=O)[C@H](C)NC(=O)c2ccccc2Cl)c1C,3%,10%,-26%,-1%,1%,-1,-4%,1.8%,-1
CS(=O)(=O)N(CC(=O)N1CCCCC1)Cc1ccccc1,-12%,-4%,-7%,0%,23%,1,0%,-1.1%,-8
COc1ccc2c(CC(=O)NNC(=O)c3ccccc3F)coc2c1,-2%,4%,-7%,2%,-9%,-7,-10%,.,6
Cn1c(SCC(=O)N2CCN(c3ccccc3)CC2)nnc1-c1cc2ccccc2o1,2%,-4%,-4%,4%,-3%,-2,-5%,0.8%,-9
COc1ccc(NC(=S)Nc2ccc(OCc3ccccc3)cc2)cc1OC,-1%,0%,-5%,-6%,-1%,12,-3%,-0.2%,2
CCOC(=O)c1c(C)[nH]c(C(=O)CSc2nnc(CC(C)c3ccccc3)o2)c1C (configuration not stated),9%,-4%,-13%,-7%,3%,0,3%,1.3%,-1
COc1ccccc1NC(=S)N1CCCc2ccccc21,1%,0%,?,-1%,9%,0,8%[57.1 µM],0.1%,-6
C=CCNC(=O)c1cc(Cl)cc(Cl)c1,7%,-2%,-2%,2%,-8%,4,6%[57.1 µM],-0.4%,0
CCN1CCN(C(=S)NC(CC(=O)c2ccccc2)c2ccccc2)CC1 (configuration not stated),2%,-4%,?,-1%,13%,4,11%[11.4 µM],2.3%,-3
CN(C)C(=O)COC(=O)c1cccnc1Nc1ccccc1F,2%,-2%,-14%,-3%,-9%,0,-12%,-2.3%,0&-4
O=C(CCN1C(=O)C2CC=CCC2C1=O)Nc1ccccc1Cl (configuration not stated),10%,-2%,-17%,2%,1%,-3,-9%,1.1%,0
CCCNC(=O)Cn1cnc2sc(C(=O)N3CCN(Cc4ccc5c(c4)OCO5)CC3)c(C)c2c1=O,9%,-2%,-20%,3%,-2%,1,-3%,6.0%,-5
COc1ccc(C(=O)C2CCCN(C(=O)C3CCOCC3)C2)cc1OC (configuration not stated),3%,-3%,-19%,0%,0%,-2,8%,0.8%,1
O=C(CNC(=O)C1COc2ccccc2O1)N/N=C\c1ccccc1Cl (configuration not stated),20%,2%,-6%,2%,5%,-1,0%,1.4%,-11
Cc1nc(SCC(=O)N2CCN(c3ccccc3)CC2)[nH]c(=O)c1C,.,.,-7%,.,.,0,-4%,3.5%,-2
Cc1cc(C)c(C(=O)N2CCCC(Nc3ccc(F)cc3)C2)o1 (configuration not stated),-8%,-3%,-9%,2%,3%,6,2%,0.3%,-9
Cc1ccc(NS(=O)(=O)c2ccc(-c3coc(C)n3)cc2)c(Cl)c1,4%,-5%,-20%,-4%,-10%,6,.,.,-15&-3
CCC(=O)N1CCc2cc(S(=O)(=O)CCC(=O)N3CCN(c4ccc(Cl)cc4)CC3)ccc21,-11%&8%,0%&-1%,-15%&-27%,2%&1%,-1%&1%,4&-1,2%&-6%,0.2%&3.6%,-1&1
Cc1cc(C)c(S(=O)(=O)Nc2nnc(CC(C)C)s2)c(C)c1,5%,1%,-22%,-8%,-6%,-1,2%,-1.0%,0
C/C(CCN1CCc2nc(-c3ccccc3)c(-c3ccccc3)cc2C1)=N\OC[C@@H](C)[C@H](OCc1ccccc1)C(C)C,10%,-5%&-4%,?,0%,-1%,-3,4%[57.1 µM],2.1%,-7
O=C(NCc1ccco1)C(c1cccs1)N(C(=O)Cc1cccs1)c1ccccc1 (configuration not stated),?,-1%,-2%,2%,.,-15,-2%,2.3%,-2
O=C(Nc1ccc(OC(F)(F)F)cc1)c1ccc2ccccc2n1,6%,4%,-22%,4%,7%,-3,-7%[57.1 µM],1.4%,-4
Cc1cc(F)ccc1S(=O)(=O)Nc1ccccc1C(=O)Nc1ccc2[nH]c(=O)[nH]c2c1,-5%,6%,2%,-1%,0%,-6,-4%,4.6%,-3
CC(=O)Nc1nnc2n1CCS2,-4%,-3%,?,0%,5%,6,-1%[57.1 µM],0.7%,0
Nc1ccc2c(c1)OC1(CCCC1)O2,12%,-11%,-12%,?,0%,7,3%,-2.2%,16
CC1Cc2ccccc2N1C(=O)/C=C/c1cccc(F)c1 (configuration not stated),11%,7%,-17%,4%,-7%,-4,-6%,2.4%,-4
COc1ccc(S(=O)(=O)NCC2CCCN(Cc3ccc(O)cc3)C2)cc1 (configuration not stated),-6%,-2%,-9%,4%,-7%,-4,6%,2.6%,-1
Cc1cn2c(=O)cc(COC(=O)COc3ccccc3C)nc2s1,11%,-1%,-24%,5%,2%,5,4%[57.1 µM],10%,-2
COc1ccc(NC(=O)COC(=O)CCc2ccc(S(=O)(=O)N3CCOCC3)cc2)cc1OC,-6%,-3%,-22%,4%,-5%,-2,-1%,.,1
CCCCCCOC(=O)c1ccccc1NC(=O)/C=C/C(=O)O,-2%,14%,-10%,-5%,.,1,4%,-1.0%,-4
COc1ccccc1N(C(=O)c1ccco1)C(C(=O)NC1CCCC1)c1cccnc1 (configuration not stated),12%,2%,5%,0%,2%,-1,-9%,-1.8%,-8
Cn1c(CNc2ccc(Cl)cc2)nnc1SCc1ccccc1,5%,-8%,-9%,-2%,4%,1,-5%,0.0%,-4
